LGR2 antag – inhibitors of bursicon-induced Drosophila LGR2 receptor cAMP signaling; HEK293 LGR2, CRE-luciferase, bursicon-stimulated, 4 h; 0.35% of 380,000 active; inhibition, % at 9.99 µM; AID 720647;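 active = drop in luminescence signal, shown as inhibition above about 50% in the replicate tests, limit read from the data, passing the limit was not always enough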;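 also: agonist challenge used bursicon conditioned medium at about half maximal strength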
Cneo AK release – Cryptococcus neoformans lysis via adenylate kinase release; 0.2% of 360,000 active; lysis activity, % at 15 µM; AID 651654; C. neoformans lysis, adenylate kinase release luminescence, 4 h; normalised: neutral wells 0, clomiphene wells 100;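 active = mean lysis activity across replicates of at least 80%, whatever share of replicates individually reach that level; inactive = mean lysis activity below 80%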
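Assay system: C. neoformans cells. Amount: yeast cell density of 5 × 10^6 cells/mL. Technique: AK luminescence. Buffer or medium: YPD. Times: static 4 h at 37 °C with compound, 1 h detection. Dosing: single-point compound dose. Read-out: lysis from increased AK signal.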
GSIS activator – primary screen for activators of insulin secretion dependent on glucose, INS-1E cells, GLuc reporter luminescence | INS-1E GLuc reporter insulin secretion, 2-3 h | 0.61% of 370,000 active | activation, % at 16.6 µM;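 active = lowest replicate activation of at least 40%, so every replicate reaches that level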;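 also: 0% = median of neutral control wells and 100% = median of IBMX positive control wells; some compounds called inactive have numbers as strong as hits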
PGC1a acetyl inh – modulators of PGC1a acetylation | U2OS PGC1a acetylation, AlphaScreen anti-acetyl-lysine; with virally co-expressed GCN5 acetyltransferase | inhibition, % at 15.6 µM | 0.17% of 350,000 active;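 active = every replicate shows inhibition of at least 40%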;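 also: 0% = neutral control wells and 100% = positive control wells; some results beyond the cut were filed as inactive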
PglD DTNB – PglD (C. jejuni) enzyme inhibition; purified PglD enzyme, DTNB colorimetric CoA detection; inhibition, % at 12.5 µM; 0.098% of 360,000 active; AID 602405; in the data active = inhibition above about 16%, passing the limit was not always enough; also: strong numbers were not always called active
ARNT-TACC3 inh – disruptors of human ARNT/TACC3 interaction; Q9Y6A5; AlphaScreen His-ARNT PAS-B/GST-TACC3 binding, luminescence; TACC3 fragment carries E629A point mutation; inhibition, % at 9.99 µM; 0.66% of 390,000 active; AID 623870;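 active = mean inhibition of replicates at least 50% and at least half of replicates each reaching 50%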;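 also: 0% = complete ARNT plus TACC3 wells and 100% = ARNT alone without TACC3; many hits fall short of the cut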
C2C12 statin – suppressors of simvastatin-induced myotoxicity in C2C12 myotubes; rescue of ATP level, % at 7.49 µM; ATP luminescence, 48 h; scaled: DMSO 0, geranylgeraniol control 100; 0.78% of 330,000 active;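 active = mean ATP rescue above about 67%, or every replicate alone reaching that limit, limit read from the data, passing the limit was not always enough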;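 also: myotubes were challenged with 10 µM simvastatin during compound exposure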
PAX8 reporter – PAX8 transcriptional activity inhibition; RMG-I TPO-luciferase reporter, SteadyGlo, 24 h; AID 652154; 1.2% of 360,000 active; inhibition, % at 12.6 µM;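 active = mean replicate inhibition at least 60% with every replicate also reaching 60%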;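 also: luciferase light reporting Pax8 driven TPO promoter activity; plate controls were median of neutral control wells for no effect and mitoxantrone controls for full effect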
* = called active by the depositor; nt = not tested or not shown.

Molecule	LGR2 antag	Cneo AK release	GSIS activator	PGC1a acetyl inh	PglD DTNB	ARNT-TACC3 inh	C2C12 statin	PAX8 reporter
CCOC(=S)SCc1cn2ccc(C)cc2n1	-45	3	-3	nt	9	17	nt	25
COc1ccc([C@@H]2[C@@H](C(=O)C(C)(C)C)N3N=Cc4ccccc4[C@@H]3C23C(=O)OC(C)(C)OC3=O)cc1OC	4	nt	-4	nt	nt	0	nt	-19
COC(=O)c1ccc(NS(=O)(=O)c2ccc(OC)cc2)cc1	3	-2	10	-12	-4	5	-39	nt
Cc1ccc2oc(-c3cccc(NC(=O)Cc4cccs4)c3)nc2c1	-55	1	65*	-3	4	0	-25	nt
CC(CCc1ccccc1)N1CCN(C)CC1 (stereo unspecified)	-2	5	-2	4	-5	-3	-17	-14
COc1ccc(CN(C2CCCC2)S(=O)(=O)c2ccc(-n3cnnn3)cc2)cc1OC	nt	0	nt	-5	-3	1	13	1
Cn1ncc2cc3c(Nc4ccc(Cl)cc4)cccc3nc21	-2	-5	-39	-19	-4	nt	-12	18
O=C(C[C@H]1CC[C@H]2[C@@H](COC[C@@H](O)CN2S(=O)(=O)c2cccc(Cl)c2)O1)NC1CCCC1	2	-4	-6	-7	-1	3	3	-1
Cc1ccc(SCCC(=O)OCC(=O)Nc2ccc(C(N)=O)cc2)cc1	-5	-1	2	-1	4	-18	5	4
COc1ccc(CNC(=O)C(C)OC(=O)CN2C(=O)COc3ccccc32)cc1 (stereo unspecified)	11	-2	7	16	-2	-22	-2	8
CN(C)C(=O)C[C@H]1CC[C@@H]2[C@H](COc3ccc(NC(=O)c4ccc(F)cc4)cc3C(=O)N2C)O1	-11	1	-2	nt	0	0	7	7
Cc1ccc(Nc2nc(N)nc(CN3CCCCCC3)n2)cc1	nt	0	nt	-3	2	50*	1	6
C[C@H](CO)N1C[C@H](C)[C@@H](CN(C)Cc2ccc(Cl)c(Cl)c2)OCCCC[C@H](C)Oc2ccc(NC(=O)Nc3cccc4ccccc34)cc2C1=O	2	-3	14	22	1	nt	nt	-73
COc1cc2c(cc1NC(=O)C(C)NCc1ccccc1)oc1ccccc12 (stereo unspecified)	-14	nt	-28	nt	nt	-36	nt	-9
O=C(CCc1ccccc1)NC(=S)Nc1ccc(S(=O)(=O)N2CCOCC2)cc1	4	nt	-21	nt	nt	16	nt	18

The closing two records of the part above open the next one.
Molecule	LGR2 antag	Cneo AK release	GSIS activator	PGC1a acetyl inh	PglD DTNB	ARNT-TACC3 inh	C2C12 statin	PAX8 reporter
COc1cc2c(cc1NC(=O)C(C)NCc1ccccc1)oc1ccccc12 (stereo unspecified)	-14	nt	-28	nt	nt	-36	nt	-9
O=C(CCc1ccccc1)NC(=S)Nc1ccc(S(=O)(=O)N2CCOCC2)cc1	4	nt	-21	nt	nt	16	nt	18
CC(C)C[C@H]1CN=C(Nc2ccccc2)N1CC1CCCCCC1	13	1	-30	5	0	-4	-19	-18
C[C@@H]1CN([C@H](C)CO)S(=O)(=O)c2ccc(C#C[C@@H](C)O)cc2O[C@H]1CN(C)Cc1ccccc1	-4	58	-5	-2	2	-6	-65	nt
Cc1ccc(S(=O)(=O)N(C)C[C@@H]2OCCCC[C@H](C)Oc3ccc(NC(=O)Nc4ccccc4)cc3C(=O)N([C@H](C)CO)C[C@H]2C)cc1	1	3	-4	-18	-1	-7	nt	nt
CC(C)C#Cc1ccc2c(c1)O[C@@H](CN(C)C)[C@H](C)CN([C@H](C)CO)S2(=O)=O	-3	nt	14	-6	nt	nt	-1	-8
CCN(CC)c1ccc(C2N(C(=O)N3CCOCC3)CCN2S(=O)(=O)c2ccc(C)cc2)cc1 (stereo unspecified)	14	-4	-2	6	-6	-2	-6	nt
CCNC(=O)Nc1ccc2c(c1)C(=O)N(C)[C@@H]1CC[C@@H](CC(=O)NCCN3CCCC3)O[C@@H]1CO2	0	-5	4	-1	0	-5	-7	-12
Cc1ccc(-c2csc(/C(C#N)=C/Nc3ccccc3SC(F)(F)F)n2)cc1	-7	nt	0	nt	nt	-7	nt	18
O=C1Nc2ccccc2N=C(c2ccccc2)C1N1CCOCC1 (stereo unspecified)	nt	3	nt	-9	1	-3	-2	nt
Cc1noc(NS(=O)(=O)c2ccc(NC(=O)CSc3nc4c(cc3C#N)CCC4)cc2)c1C	-12	0	-18	5	5	-1	-7	-50
CN1C(=O)CC(P(=O)(c2ccccc2)c2ccccc2)N(C)C1=O (stereo unspecified)	8	nt	1	-9	nt	-11	nt	nt
Cc1ccc(-c2cnc3c(c2)C(=O)N([C@H](C)CO)C[C@@H](C)[C@@H](CN(C)Cc2ccccc2C(=O)O)O3)cc1	-6	40	24	-2	-3	2	14	nt
C[C@@H]1CN([C@H](C)CO)C(=O)c2cc(NC(=O)Cc3ccccc3)ccc2O[C@@H](C)CCCCO[C@@H]1CN(C)S(=O)(=O)c1ccc(Cl)cc1	7	1	-6	-6	-1	8	nt	16
O=C(Nc1nc2ccccc2n1CCOc1ccc(Cl)cc1)c1ccco1	0	3	nt	nt	-4	-1	-104	nt
Cc1ccc(C(=O)NC2CCN(CCCC(=O)c3ccc(F)cc3)CC2)cc1	10	1	0	0	0	2	8	15
COc1ccc(-c2cccc([C@H]3[C@@H]4C=CCC[C@@]4(C)C(=O)N3Cc3ccccc3)c2)cc1	15	0	-11	-8	0	-1	5	21
Cc1cccc(NC(=O)C2CCCN(C(=O)Nc3ccc(F)cc3)C2)c1C (stereo unspecified)	18	-1	-6	nt	1	9	-30	-6
CCc1cc(=O)oc2cc(OCC(=O)N3CC[C@@]4(O)CCCC[C@H]4C3)ccc12	11	-4	1	-4	0	13	1	nt
COc1ccc2c(c1)c(C(=O)N/N=C/c1ccc(Cl)cc1)c(C)n2C	-18	nt	16	7	nt	2	-5	4
COc1cccc(Oc2ccc(C(F)(F)F)cc2N)c1	-40	nt	-13	nt	nt	-7	nt	-114
C[C@H](CO)N1C[C@H](C)[C@@H](CN(C)S(=O)(=O)c2ccc(F)cc2)Oc2cc(C3=CCCC3)ccc2S1(=O)=O	-22	-1	-16	2	2	6	-22	nt
Cc1oc(C)c(C(=O)Nc2ccc(CC(=O)O)cc2)c1C(=O)Nc1ccc(CC(=O)O)cc1	nt	-2	nt	-4	1	3	-2	-11
Cc1ccc(C)c(S(=O)(=O)N=Nc2c(O)[nH]c3ccccc23)c1	14	nt	-9	-10	nt	-2	nt	19
Clc1ccc(-c2nnc(NC3=NCCCCC3)o2)cc1	nt	-3	nt	-4	-2	16	5	nt
CCCCNC(=O)Oc1ccc(C(=O)N2c3ccccc3NC(=O)C2C)cc1 (stereo unspecified)	-12	10	15	-1	1	-13	1	4
O=C(NCC(O)c1ccccc1)c1ccccc1 (stereo unspecified)	-17	-3	-3	1	4	-15	1	-119
OC[C@@H]1[C@@H](c2ccc(/C=C/c3ccccc3)cc2)[C@H]2CN(Cc3cccnc3)CCCCN12	-40	4	-16	2	0	2	31	-68
O=C1CCC(C(=O)N2CCCCO2)CN1Cc1ccc(Cl)cc1 (stereo unspecified)	-6	-1	17	0	-2	-1	3	-8
O=C(NCCN1CCCc2ccccc21)C1CCC(=O)N(CCc2ccccc2)C1 (stereo unspecified)	-2	5	5	nt	5	nt	-4	11
CCS(=O)(=O)Nc1ccc2c(c1)C(=O)N(C)[C@H]1CC[C@@H](CC(=O)N3CCOCC3)O[C@@H]1CO2	-21	9	3	1	-3	-16	-7	-17
O=c1c2cc(F)ccc2sn1-c1ccccc1	-7	-2	-3	7	19	9	-75	-16
Cc1noc(C)c1NC(=O)Nc1ccc2c(c1)C(=O)N([C@@H](C)CO)C[C@@H](C)[C@@H](CN(C)S(=O)(=O)c1ccccc1)OCCCC[C@H](C)O2	-11	2	-1	-2	2	-1	nt	3
CSc1ccccc1OCc1cc(C(=O)NCC(C)(C)N2CCOCC2)no1	-4	0	-6	-2	-1	10	1	-8
OC(CC#CCN1CCOCC1)(c1ccccc1)c1ccccc1	4	-1	-9	nt	1	-5	13	-7
C[n+]1ccc(C(=O)Nc2ccccc2Cl)cc1	5	-9	nt	-14	2	-7	3	5
COc1ccc(S(=O)(=O)N(C)C[C@@H]2Oc3ccc(NS(=O)(=O)c4ccc(F)cc4)cc3CC(=O)N([C@@H](C)CO)C[C@H]2C)cc1	-20	nt	-2	4	nt	nt	37	nt
O=C(COc1ccc(Br)cc1)N1CCC(c2ccccc2)C1 (stereo unspecified)	nt	1	nt	-8	-17	nt	37	nt
C=CCN(CC=C)CC(=O)Nc1cccc(Oc2cnccn2)c1	-18	-8	24	1	-4	27	-3	-5
COc1nc(Nc2ccc(C(C)C)cc2)nc(OC)n1	-101	0	-14	2	1	12	-8	nt
CCC(C(=O)OC)n1cnc2c(nnn2-c2ccc(OC)cc2)c1=O (stereo unspecified)	nt	0	-3	-4	-1	1	nt	nt

Another view of part of the listing above:
Fields: LGR2 antag, Cneo AK release, GSIS activator, PGC1a acetyl inh, PglD DTNB, ARNT-TACC3 inh, C2C12 statin, PAX8 reporter
Cc1oc(C)c(C(=O)Nc2ccc(CC(=O)O)cc2)c1C(=O)Nc1ccc(CC(=O)O)cc1
→ nt, -2, nt, -4, 1, 3, -2, -11
Cc1ccc(C)c(S(=O)(=O)N=Nc2c(O)[nH]c3ccccc23)c1
→ 14, nt, -9, -10, nt, -2, nt, 19
Clc1ccc(-c2nnc(NC3=NCCCCC3)o2)cc1
→ nt, -3, nt, -4, -2, 16, 5, nt
CCCCNC(=O)Oc1ccc(C(=O)N2c3ccccc3NC(=O)C2C)cc1 (stereo unspecified)
→ -12, 10, 15, -1, 1, -13, 1, 4
O=C(NCC(O)c1ccccc1)c1ccccc1 (stereo unspecified)
→ -17, -3, -3, 1, 4, -15, 1, -119
OC[C@@H]1[C@@H](c2ccc(/C=C/c3ccccc3)cc2)[C@H]2CN(Cc3cccnc3)CCCCN12
→ -40, 4, -16, 2, 0, 2, 31, -68
O=C1CCC(C(=O)N2CCCCO2)CN1Cc1ccc(Cl)cc1 (stereo unspecified)
→ -6, -1, 17, 0, -2, -1, 3, -8
O=C(NCCN1CCCc2ccccc21)C1CCC(=O)N(CCc2ccccc2)C1 (stereo unspecified)
→ -2, 5, 5, nt, 5, nt, -4, 11
CCS(=O)(=O)Nc1ccc2c(c1)C(=O)N(C)[C@H]1CC[C@@H](CC(=O)N3CCOCC3)O[C@@H]1CO2
→ -21, 9, 3, 1, -3, -16, -7, -17
O=c1c2cc(F)ccc2sn1-c1ccccc1
→ -7, -2, -3, 7, 19, 9, -75, -16
Cc1noc(C)c1NC(=O)Nc1ccc2c(c1)C(=O)N([C@@H](C)CO)C[C@@H](C)[C@@H](CN(C)S(=O)(=O)c1ccccc1)OCCCC[C@H](C)O2
→ -11, 2, -1, -2, 2, -1, nt, 3
CSc1ccccc1OCc1cc(C(=O)NCC(C)(C)N2CCOCC2)no1
→ -4, 0, -6, -2, -1, 10, 1, -8
OC(CC#CCN1CCOCC1)(c1ccccc1)c1ccccc1
→ 4, -1, -9, nt, 1, -5, 13, -7
C[n+]1ccc(C(=O)Nc2ccccc2Cl)cc1
→ 5, -9, nt, -14, 2, -7, 3, 5
COc1ccc(S(=O)(=O)N(C)C[C@@H]2Oc3ccc(NS(=O)(=O)c4ccc(F)cc4)cc3CC(=O)N([C@@H](C)CO)C[C@H]2C)cc1
→ -20, nt, -2, 4, nt, nt, 37, nt
O=C(COc1ccc(Br)cc1)N1CCC(c2ccccc2)C1 (stereo unspecified)
→ nt, 1, nt, -8, -17, nt, 37, nt

Screening results: PubChem, Broad Institute
